From PubChem
Gli-Sufu block: blocks Gli-Sufu signaling in a luciferase reporter; Sufu-KO-LIGHT fibroblasts, Gli luciferase reporter luminescence; inhibition, % at 5 µM; AID 588413; 340,000 compounds, 0.74% hits;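 active = inhibition above about 55%, limit read from the data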;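 also: 0% = DMSO-treated cells and 100% = wells with medium but no cells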
UBC13 inh: blocks human UBC13 polyubiquitin chain formation; TR-FRET; P61088; inhibition, % at 20 µM; 330,000 compounds, 0.47% hits; in the data active = inhibition above about 45%, passing the limit was not always enough; inconclusive = no clear call, values can overlap the other calls
Target sequence (P61088 whole entry, looked up): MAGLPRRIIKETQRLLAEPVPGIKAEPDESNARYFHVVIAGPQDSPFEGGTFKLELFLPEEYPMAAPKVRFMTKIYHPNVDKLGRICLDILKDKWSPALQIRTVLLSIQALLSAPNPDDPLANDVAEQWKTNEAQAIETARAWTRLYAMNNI
EBI2 antag: EBI2 (human) antagonism | P32249 | EBI2 beta-arrestin recruitment, luminescence, 7a,25-OHC stimulated | inhibition, % at 5 µM | 360,000 compounds, 0.81% hits | AID 651636; in the data active = inhibition above about 38%;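 also: enzyme fragment complementation signal reports receptor beta-arrestin coupling in cells; 0% = agonist plus DMSO wells and 100% = wells without agonist; some results beyond the cut were filed as inactive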
CCR6 antag: CCR6 (human) receptor antagonism | inhibition, % at 20 µM | AID 493098 | 340,000 compounds, 0.49% hits | CHO-K1 CCR6 PathHunter beta-arrestin, luminescence, CCL20-stimulated | P51684;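 active = compounds whose inhibition of the agonist-driven luminescence signal at 20 µM reaches about 50%, limit read from the data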;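 also: cells stimulated with CCL20 at 14 nM final; plate controls were DMSO with CCL20 for no effect and DMSO without agonist for full effect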
697 NFkB inh: inhibitors of the PMA/ionomycin-induced NF-kB reporter in 697 B cells | 697 B-cell NF-kB luciferase reporter, 16 h | inhibition, % at 4 µM | 330,000 compounds, 0.33% hits; in the data active = inhibition above about 35%
Jurkat NFkB inh: lowers PMA/ionomycin-induced NF-kB signal in Jurkat cells | PMA/ionomycin-induced NF-kB luciferase reporter, luminescence | inhibition, % at 4 µM | 330,000 compounds, 0.53% hits | AID 435003; in the data active = inhibition above about 50%
APJ antag: blocks the human apelin receptor APJ; CHO-K1 APJ beta-arrestin complementation, luminescence; inhibition, % at 20 µM; 330,000 compounds, 0.32% hits; AID 2521;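 active = inhibition above about 40% at 20 µM, limit read from the data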;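 also: cells challenged with 10 nM apelin-13 agonist together with compound; plate controls were apelin-13 plus DMSO wells for no effect and DMSO wells lacking apelin-13 for full effect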
Target sequence (P35414 whole entry, looked up): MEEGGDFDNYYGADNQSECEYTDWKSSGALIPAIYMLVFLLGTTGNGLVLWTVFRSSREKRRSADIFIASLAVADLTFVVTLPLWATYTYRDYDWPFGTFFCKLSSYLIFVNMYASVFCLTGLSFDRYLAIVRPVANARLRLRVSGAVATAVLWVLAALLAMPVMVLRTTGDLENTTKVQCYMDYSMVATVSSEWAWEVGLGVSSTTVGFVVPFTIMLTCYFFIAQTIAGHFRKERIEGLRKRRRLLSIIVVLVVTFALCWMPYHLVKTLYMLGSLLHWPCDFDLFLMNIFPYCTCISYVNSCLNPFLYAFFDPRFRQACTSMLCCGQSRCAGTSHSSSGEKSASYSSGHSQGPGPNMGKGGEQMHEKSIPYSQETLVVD
CXCR6 block: CXCR6 (human) receptor inhibition | O00574 | CHO-K1 PathHunter CXCR6 beta-arrestin, luminescence | inhibition, % at 20 µM | 360,000 compounds, 0.36% hits | AID 602244; in the data active = inhibition above about 34%, passing the limit was not always enough;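 also: antagonist mode with CXCL16 agonist at 10 nM final; 0% = 10 nM CXCL16 with DMSO and 100% = unstimulated wells without agonist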
Target sequence (O00574 whole entry, looked up): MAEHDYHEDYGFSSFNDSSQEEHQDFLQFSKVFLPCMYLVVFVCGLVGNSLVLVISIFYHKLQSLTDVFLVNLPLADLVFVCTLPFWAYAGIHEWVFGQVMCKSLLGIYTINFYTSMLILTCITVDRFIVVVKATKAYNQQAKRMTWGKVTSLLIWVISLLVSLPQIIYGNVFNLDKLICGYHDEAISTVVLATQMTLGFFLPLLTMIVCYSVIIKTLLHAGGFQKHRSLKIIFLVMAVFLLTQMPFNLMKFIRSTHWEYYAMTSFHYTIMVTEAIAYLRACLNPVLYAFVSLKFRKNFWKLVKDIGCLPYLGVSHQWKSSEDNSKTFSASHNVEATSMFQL
Active calls of the source: *; ? = inconclusive; nt = not tested or not shown.

Key to letters: A = Gli-Sufu block; B = UBC13 inh; C = EBI2 antag; D = CCR6 antag; E = 697 NFkB inh; F = Jurkat NFkB inh; G = APJ antag; H = CXCR6 block
COCCCNC(=S)N/N=C/c1ccc(O)cc1O
  A: -10 | B: 4 | C: -14 | D: -4 | E: -9 | F: 11 | G: -15 | H: -2

N#Cc1ccccc1NC(=O)c1cc(=O)c2ccccc2o1
  A: -45 | B: -1 | C: -1 | D: -3 | E: -10 | F: -32 | G: 11 | H: 2

COc1ccc(CCNC(=O)c2c(C)nn(-c3ccccc3)c2Cl)cc1OC
  A: -17 | B: 5 | C: 7 | D: 16 | E: -7 | F: -6 | G: 27 | H: 6

Cn1c(N2CCC(C(N)=O)CC2)nc2c1c(=O)n(Cc1ccc(Br)cc1)c(=O)n2C
  A: 4 | B: 7 | C: 2 | D: -2 | E: -2 | F: -9 | G: 4 | H: -5

COCCn1c(=S)[nH]c2cc(C(=O)NCCCN3CCOCC3)ccc2c1=O
  A: -3 | B: 2 | C: -11 | D: -18 | E: -3 | F: -3 | G: 14 | H: -2

CCCn1c(=O)c(C(=O)NNC(=O)c2ccccc2[N+](=O)[O-])c(O)c2ccccc21
  A: nt | B: -25 | C: -17 | D: nt | E: 9 | F: 2 | G: 8 | H: 6

Cc1ccc2c(c1C)C(=O)C(=O)N2
  A: 4 | B: nt | C: -2 | D: -4 | E: nt | F: nt | G: nt | H: -2

OCCC1CN(Cc2ccccc2-c2ccco2)CCN1Cc1ccsc1 (centres undefined)
  A: 1 | B: 16 | C: -4 | D: 8 | E: 6 | F: -7 | G: 25 | H: 15

O=C1CCC(C(=O)NCc2ccc3c(c2)OCO3)N1 (centres undefined)
  A: -19 | B: -9 | C: -5 | D: 1 | E: 14 | F: -4 | G: -11 | H: -3

Cc1ccc(NC(=O)CSc2nnc(Cn3c(=O)sc4ccccc43)n2C)cc1Cl
  A: -6 | B: 3 | C: 2 | D: 5 | E: -22 | F: 6 | G: 3 | H: 3

COc1cc2c(cc1OC)-c1cc(Nc3cccc(C)c3)nc(=O)n1CC2
  A: 7 | B: 9 | C: 14 | D: 0 | E: 24 | F: 5 | G: 7 | H: 2

Cc1ccc(NC(=O)CSc2ccc3nnc(CCNC(=O)c4ccccc4)n3n2)c(C)c1
  A: 1 | B: 5 | C: -1 | D: -3 | E: -8 | F: -2 | G: -7 | H: -4

Cc1ccc(Nc2nc(N)nc(CN3CCN(Cc4ccc5c(c4)OCO5)CC3)n2)cc1C
  A: 41 | B: nt | C: -13 | D: -3 | E: nt | F: nt | G: nt | H: -4

O=C(COC(=O)CNC(=O)C1CCCCC1)Nc1ccccc1
  A: 7 | B: 20 | C: -13 | D: -10 | E: 15 | F: 10 | G: 4 | H: 10

CSc1ccc(CN2CCCC(CNC(=O)c3ccc(F)cc3)C2)cc1 (centres undefined)
  A: 7 | B: 19 | C: 2 | D: 40 | E: 4 | F: 0 | G: -3 | H: 1

Cc1cnc(C(=O)N2CCN(S(=O)(=O)c3cccc(Br)c3)CC2)cn1
  A: 10 | B: 3 | C: 10 | D: -6 | E: -11 | F: -15 | G: 1 | H: -7

COc1cc2c(=O)n(CCCC(=O)NCC3CCCO3)c(=O)n(CC(=O)c3ccc(F)cc3)c2cc1OC (centres undefined)
  A: -8 | B: -1 | C: 6 | D: -1 | E: 24 | F: 2 | G: -4 | H: 5

Cn1nnnc1Sc1ncnc2scc(-c3ccc([N+](=O)[O-])cc3)c12
  A: 25 | B: -2 | C: -4 | D: 15 | E: -399 | F: 44 | G: 7 | H: 6

COC(=O)c1ccccc1NC(=O)CN1C(=O)c2ccccc2S1(=O)=O
  A: -3 | B: 9 | C: 8 | D: 16 | E: 17 | F: -1 | G: 5 | H: 5

CCn1cc(C(=O)NCc2ccco2)c(=O)c2cc(S(=O)(=O)N3CCCCCC3)ccc21
  A: 3 | B: 5 | C: 4 | D: 11 | E: 18 | F: 21 | G: 4 | H: 12

CC1Cc2ccccc2N1S(=O)(=O)c1cccc(C(=O)NCCCn2ccnc2)c1 (centres undefined)
  A: 13 | B: -4 | C: -6 | D: -11 | E: -11 | F: -12 | G: -5 | H: -6

COc1ccc(C(=O)COC(=O)COc2cc(C)cc(C)c2)cc1
  A: -4 | B: -1 | C: -7 | D: 15 | E: -12 | F: -24 | G: 6 | H: -1

CCOC(=O)C1=C(C)N=c2s/c(=C/c3ccc(OCC(=O)O)c(OC)c3)c(=O)n2C1c1ccc(Cl)cc1 (centres undefined)
  A: 4 | B: -39 | C: 6 | D: 28 | E: 7 | F: -8 | G: 7 | H: 10

COc1ccc(Nc2nc3cc(C)ccc3cc2C#N)c(OC)c1
  A: 8 | B: ? | C: -4 | D: 11 | E: -51 | F: 65* | G: 20 | H: 1

O=C(/C=C/c1cn(-c2ccccc2)nc1-c1cccnc1)N1CCCCC1
  A: 14 | B: -6 | C: 34 | D: 18 | E: 5 | F: -10 | G: 19 | H: -5

Quoted at random: 7 records from the list, in no set order.
Key to letters: A = Gli-Sufu block; B = UBC13 inh; C = EBI2 antag; D = CCR6 antag; E = 697 NFkB inh; F = Jurkat NFkB inh; G = APJ antag; H = CXCR6 block
CCOC(=O)C1=C(C)N=c2s/c(=C/c3ccc(OCC(=O)O)c(OC)c3)c(=O)n2C1c1ccc(Cl)cc1 (centres undefined)
  A: 4 | B: -39 | C: 6 | D: 28 | E: 7 | F: -8 | G: 7 | H: 10

Cc1ccc2c(c1C)C(=O)C(=O)N2
  A: 4 | B: nt | C: -2 | D: -4 | E: nt | F: nt | G: nt | H: -2

Cn1c(N2CCC(C(N)=O)CC2)nc2c1c(=O)n(Cc1ccc(Br)cc1)c(=O)n2C
  A: 4 | B: 7 | C: 2 | D: -2 | E: -2 | F: -9 | G: 4 | H: -5

COc1cc2c(cc1OC)-c1cc(Nc3cccc(C)c3)nc(=O)n1CC2
  A: 7 | B: 9 | C: 14 | D: 0 | E: 24 | F: 5 | G: 7 | H: 2

CSc1ccc(CN2CCCC(CNC(=O)c3ccc(F)cc3)C2)cc1 (centres undefined)
  A: 7 | B: 19 | C: 2 | D: 40 | E: 4 | F: 0 | G: -3 | H: 1

COc1ccc(CCNC(=O)c2c(C)nn(-c3ccccc3)c2Cl)cc1OC
  A: -17 | B: 5 | C: 7 | D: 16 | E: -7 | F: -6 | G: 27 | H: 6

Cc1ccc(NC(=O)CSc2ccc3nnc(CCNC(=O)c4ccccc4)n3n2)c(C)c1
  A: 1 | B: 5 | C: -1 | D: -3 | E: -8 | F: -2 | G: -7 | H: -4

Going on with the list:
Values in the order – Gli-Sufu block, UBC13 inh, EBI2 antag, CCR6 antag, 697 NFkB inh, Jurkat NFkB inh, APJ antag, CXCR6 block
- Cc1ccc([N+](=O)[O-])c(OCCN2CCc3ccccc3C2)c1
    6, 3, -3, 18, -5, 4, 16, 3
- COCCCN1C(=O)C(=O)/C(=C(/O)c2ccc(OC(C)C)cc2)C1c1cccnc1 (centres undefined)
    5, -4, 4, -8, -2, -9, -4, -4
- CN(CC(=O)Nc1ccc(F)cc1Cl)Cc1cccs1
    0, 4, 11, 15, 2, 9, -6, -1
- CCN(CC(=O)Nc1ccc(NC(C)=O)cc1)C(=O)C1CC(=O)N(CCc2ccc(OC)c(OC)c2)C1 (centres undefined)
    -2, 21, 3, 2, 9, 18, 8, 5
- COc1ccc(NC(=O)COC(=O)C2CCN(C(=O)c3ccc(Cl)cc3)CC2)c([N+](=O)[O-])c1
    -2, -7, 31, -1, -10, -12, -15, -3
- c1ccc(Cc2nn[nH]n2)cc1
    -10, 1, -1, 6, 17, 18, 15, 3
- Nc1nonc1-n1nnc(C(=O)N/N=C/c2cccc(Cl)c2)c1CN1CCCC1
    3, -9, 7, -2, 20, 13, 16, -3
- COc1cccc(OC)c1OCCCOc1ccc(C)cc1Br
    -3, -12, 0, -7, -4, -5, -5, 3
- Cc1sc(=NC(=O)c2ccco2)n(C)c1-c1ccc(Cl)cc1
    -55, 9, 7, -3, -117, -57, -18, 9
- CC(C)[C@H](NC(=O)[C@@H]1Cc2ccccc2CN1C(=O)OC(C)(C)C)C(=O)NCC1CCCO1 (some centres undefined)
    -7, -1, -2, 12, 14, -11, 4, -2

Of the compounds above, these have an NH in an aromatic ring.
Values in the order – Gli-Sufu block, UBC13 inh, EBI2 antag, CCR6 antag, 697 NFkB inh, Jurkat NFkB inh, APJ antag, CXCR6 block
- COCCn1c(=S)[nH]c2cc(C(=O)NCCCN3CCOCC3)ccc2c1=O
    -3, 2, -11, -18, -3, -3, 14, -2
- c1ccc(Cc2nn[nH]n2)cc1
    -10, 1, -1, 6, 17, 18, 15, 3

Later entries:
Values in the order – Gli-Sufu block, UBC13 inh, EBI2 antag, CCR6 antag, 697 NFkB inh, Jurkat NFkB inh, APJ antag, CXCR6 block
- Cc1ccc(S(=O)(=O)N(C)C)cc1NC(=O)c1sccc1Cl
    4, 1, -22, -1, -15, -4, -6, 0
- Cc1cccc(CN2CCNC2=O)c1
    -31, -13, -4, 13, -13, -10, -11, 3
- CNC(=O)Cn1c(C)cc(=O)c2cccc(C)c21
    5, 1, -13, 0, 9, 2, 4, -10
- Cc1ccc(-n2ncc3c(=O)n(CC(=O)NCc4ccco4)cnc32)cc1C
    -2, -2, -1, -4, -17, 10, -25, 4
- Cc1cccc(-n2c(C)cc(/C=C3/C(=N)N4C(c5ccccc5)=CSC4=NC3=O)c2C)c1
    -1, -6, 10, 13, 8, 7, 15, 13
- CCN1CCN(CCn2c(=S)[nH]c3cc4c(cc3c2=O)OCO4)CC1
    -2, -10, -1, 0, 24, 3, 2, -2
- CCC(Oc1ccccc1)C(=O)Nc1ccc(-c2nnc(-c3ccco3)o2)cc1 (centres undefined)
    -30, 0, -4, 4, -115, -72, -2, 6
- Cc1ccc(S(=O)(=O)NNC(=O)c2ccc(O)cc2)cc1
    2, -4, 7, 8, -5, 7, -11, -1
- COc1ccc(NC(=O)O/N=C/c2c(C)nn(C(C)(C)C)c2C)cc1
    44, -2, -7, 1, -68, -100, 5, -4
- Cc1ccc(OCC(=O)N2CCN(C(=O)Cc3ccccc3)CC2)cc1
    -3, 2, 58*, -26, 17, 0, 7, 1
- C/C(Cn1nnc2ccccc21)=N\NC(=O)c1ccc(Br)cc1
    1, 0, -9, -35, 14, 5, 10, -10
- CCOc1ccccc1CN1CCC(Oc2ccc(C(=O)NCc3ccccn3)cc2)CC1
    43, 7, -4, -3, 4, -9, 15, 1
- CC(=O)Nc1ccc(CN2CCN(CC(C)C)C(CCO)C2)cc1 (centres undefined)
    -15, -6, -1, -3, 3, -9, -19, 0
- CC(OC(=O)CCc1ccccc1)C(=O)Nc1ncc(Cl)cc1Cl (centres undefined)
    9, -8, -7, 18, -9, -8, 7, 1
- COc1ccc(N2C(=O)CC(NCc3ccc(F)cc3)C2=O)cc1 (centres undefined)
    -6, 12, -6, -9, 7, 10, 7, -2
- CN(C)C(=O)c1cc(C(=O)c2ccccc2C(F)(F)F)c[nH]1
    13, 5, -14, 1, -7, 18, 14, 4
- CN(C)S(=O)(=O)c1cccc(NC(=O)C2CCN(S(=O)(=O)c3cccs3)CC2)c1
    6, -8, -1, 11, 11, 0, 0, -11
- O=C(Nc1ccc(OCc2ccccc2)cc1)c1ccccc1
    -49, 3, -9, 6, -31, -49, 6, 1
- CC12CCC(C(=O)NCCCN3CCOCC3)(C(Br)C1=O)C2(C)C (centres undefined)
    -2, -3, -13, 10, -15, -5, 3, 2
- COC(=O)c1ccc(C(=O)OC)c(NC(=S)N2CCN(c3ccccn3)CC2)c1
    -37, -3, -1, -13, 7, 0, 0, 2
- CCOC(=O)c1cc(-c2ccc(C)cc2)nc2nc(SC)[nH]c(=O)c12
    1, 3, 12, 8, 4, 1, 24, 7
- COc1cc(OC)cc(C(=O)NCC(=O)N2CCN(c3ccc(O)cc3)CC2)c1
    58*, -8, -19, -1, -9, 27, -24, -2
- O=C(NC1CCCC1)C(c1ccc(F)cc1)N(C(=O)c1csnn1)c1ccccc1F (centres undefined)
    14, -6, -1, 21, 17, -6, -1, -8
- O=C(c1cc(-c2ccccc2O)on1)N1CCCC1
    -47, 7, 2, 0, -93, -90, 32, 5
